APEX1 inh: inhibitors of human APE1 endonuclease | recombinant APE1, TAMRA/BHQ-2 abasic DNA cleavage fluorescence | Potency, µM (series often up to 65.8 µM), for the others: top-dose activity change, negative = inhibition, actives largely listed as inhibitors | hit rate 0.35% among 350,000;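 note: potency is the fitted concentration of half-maximal effect; plate controls were vehicle for no effect and reference inhibitor for full effect; nearly all actives have a fitted effect of over 55% in size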
Target sequence (P27695 whole entry, looked up): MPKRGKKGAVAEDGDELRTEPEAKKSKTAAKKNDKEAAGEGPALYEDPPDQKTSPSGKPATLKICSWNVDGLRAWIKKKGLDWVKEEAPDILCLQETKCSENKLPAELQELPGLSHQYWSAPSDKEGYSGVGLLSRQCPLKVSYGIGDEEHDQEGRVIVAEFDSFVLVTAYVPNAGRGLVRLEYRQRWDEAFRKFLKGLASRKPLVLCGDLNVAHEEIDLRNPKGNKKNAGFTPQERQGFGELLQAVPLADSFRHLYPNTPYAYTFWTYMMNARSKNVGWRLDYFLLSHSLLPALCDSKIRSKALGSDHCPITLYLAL
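0.75 nM APE1 + cpd, 15 min RT; start w/ 50 nM TAMRA/BHQ-2 THF-abasic dsDNA; kinetic fluor 525/598 nm ×3 reads @60 s; Δ(read3−read1); normalized to DMSO and NSC13755 control wells.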
BLM helicase inh: Bloom syndrome helicase (human) inhibition; Potency, µM (titrated, usually from 56.1 µM), for inactives: top-dose activity change, negative = inhibition, usual class: inhibitors; hit rate 0.2% among 350,000; AID 2528; recombinant BLM DNA unwinding, fluorescence dequenching; P54132;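 note: potency is the fitted concentration of half-maximal effect; plate controls were vehicle for no effect and no enzyme for full effect; nearly all actives have a fitted effect of over 35% in size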
POLK inh: blocks human DNA polymerase kappa activity | purified Pol kappa, fluorescent DNA synthesis assay, 10 min | Q9UBT6 | hit rate 0.53% among 400,000 | AID 588579 | Potency, µM (series often up to 107 µM), for inactives: top-dose activity, negative = inhibition, usual class: inhibitors; note: potency is the fitted concentration of half-maximal effect; % is set by controls: 0 for no effect and ±100 for the full control effect
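Kinetic fluorescence readout at 0 and 10 min followed reaction start with substrate at 50 nM final. Beforehand, enzyme (10 nM Pol kappa) stood 15 min with compound at room temperature; buffer-only wells were negative controls.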
Glioma ERSR ind: induces the endoplasmic reticulum stress response in human glioma cells. Potency, µM, inactives show top-dose activation, usual class: activators. U87-MG GRP78 promoter luciferase reporter, 16 h. hit rate 0.02% among 420,000; note: potency is the fitted concentration of half-maximal effect; series mostly up to about 76 µM; % of control where 0% means no effect; nearly all actives have a fitted effect of over 35% in size
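Stably transfected U87-MG glioma cells carrying a GRP78-based luciferase sensor; 16 h compound incubation. Luminescence end-point read 10 min after Bright-Glo addition at room temperature.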
Pol beta inh: blocks human DNA polymerase beta activity | Potency, µM (series often up to 114 µM), for inactives: top-dose activity change, negative = inhibition, most hits filed as inhibitors | P06746 | hit rate 1.3% among 340,000 | Pol beta primer extension/strand displacement, fluorescence kinetic; note: potency is the fitted concentration of half-maximal effect; % is set by controls: 0 for no effect and ±100 for the full control effect
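Enzyme-only controls used 10 nM Pol beta; buffer lacking enzyme served as negative control. Compound preincubated 15 min, then 50 nM substrate added; 0 and 10 min reads at room temperature.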
Pol eta inh: DNA polymerase eta (human) inhibition | recombinant Pol eta, fluorescent DNA replication assay | Q9Y253 | hit rate 1.2% among 390,000 | Potency, µM (top dose mostly 114 µM), for the others: at the top dose activity change, negative = inhibition, usual class: inhibitors | AID 588591; note: potency is the fitted concentration of half-maximal effect; % is set by controls: 0 for no effect and ±100 for the full control effect
Target sequence (Q9Y253 whole entry, looked up): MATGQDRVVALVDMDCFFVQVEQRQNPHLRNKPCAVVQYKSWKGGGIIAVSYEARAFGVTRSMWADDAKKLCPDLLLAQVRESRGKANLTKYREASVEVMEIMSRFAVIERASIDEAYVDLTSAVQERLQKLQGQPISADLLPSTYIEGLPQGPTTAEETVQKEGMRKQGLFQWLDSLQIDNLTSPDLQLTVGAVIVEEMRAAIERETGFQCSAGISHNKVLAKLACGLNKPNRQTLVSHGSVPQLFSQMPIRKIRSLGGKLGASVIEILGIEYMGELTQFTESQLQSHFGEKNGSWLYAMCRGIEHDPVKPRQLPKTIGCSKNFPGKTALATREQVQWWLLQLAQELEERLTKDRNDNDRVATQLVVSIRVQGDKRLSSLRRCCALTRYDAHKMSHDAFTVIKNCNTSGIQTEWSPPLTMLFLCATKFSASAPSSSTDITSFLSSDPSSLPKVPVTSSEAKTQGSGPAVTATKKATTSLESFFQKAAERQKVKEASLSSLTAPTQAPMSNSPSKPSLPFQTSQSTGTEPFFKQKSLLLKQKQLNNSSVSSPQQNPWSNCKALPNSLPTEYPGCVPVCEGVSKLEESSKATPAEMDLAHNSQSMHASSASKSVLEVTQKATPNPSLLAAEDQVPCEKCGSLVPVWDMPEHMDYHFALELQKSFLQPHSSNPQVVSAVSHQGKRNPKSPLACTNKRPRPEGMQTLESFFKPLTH
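Pol eta (10 nM) was preincubated with compounds for 15 min at room temperature, after which fluorescent replication substrate (50 nM final) was added to start the reaction. Fluorescence was read kinetically at 0 and 10 min.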
LDHA inh: inhibitors of human lactate dehydrogenase A; P00338; purified LDHA, NADH/diaphorase-resazurin fluorescence; stronger effect = lower value; activity change, % (values are at about 110 or 230 µM); hit rate 0.15% among 480,000; AID 1347041; in the data active = activity change below about -30%; inconclusive = mostly about -25% to -30%;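 note: plate controls were DMSO wells for no effect and wells without enzyme for full effect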
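Human LDH5 (2 nM) was incubated with 0.06 mM NADH and 0.2 mM pyruvate for 5 min at room temperature in Tris pH 7.4. Remaining NADH was coupled through diaphorase/resazurin, and resorufin fluorescence was read at 0 and 20 min.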
Apoferritin bind: binds horse apoferritin like a general anesthetic. hit rate 0.074% among 350,000. Potency, µM (top dose mostly 77.5 µM), for inactives: at the highest dose activity change, negative = displacement, actives largely listed as inhibitors. apoferritin/1-aminoanthracene competitive binding, fluorescence. P02791; note: potency is the fitted concentration of half-maximal effect; % is set by controls: 0 for no effect and ±100 for the full control effect; nearly all actives have a fitted effect of over 20% in size
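Probe: 1-aminoanthracene (50% saturated, PBS). Protein: horse-spleen apoferritin, 10 uM. Incubation: 10 min, room temperature. Detection: 380 nm excitation, 535 nm emission. Analysis: normalized response, four-parameter Hill.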
POLI inh: DNA polymerase iota (human) inhibition; Q9UNA4; Pol iota fluorescent replication assay, 10 min; Potency, µM (top dose mostly 115 µM), inactives show at the top dose activity, negative = inhibition, actives largely listed as inhibitors; hit rate 1% among 390,000; AID 588590; note: potency is the fitted concentration of half-maximal effect
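Pol iota at 10 nM preincubated 15 min with compounds at room temperature; reaction started with fluorescent substrate, 50 nM final. Fluorescence read kinetically at 0 and 10 min; buffer-only wells as negative control.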
* hit, by the source's call; & = joins results of further samples; [ ] = remark or other dose. Unless noted, calls come from the whole dose curve; as a rule, active = well fitted curve in the direction sought with a large enough effect; inconclusive = small, poorly fitted or top-dose-only effect, or another doubt; inactive = no such curve, though single readings can be large; an effect the other way counts as inactive or inconclusive. Not all compounds are listed (hit frequency here may not be typical).

COc1ccc(Cl)cc1NC(=S)Nc1cccc(C)c1 was read as APEX1 inh 17%, BLM helicase inh -15%, POLK inh -5%, Glioma ERSR ind -3%, Pol beta inh -16%, Pol eta inh 7%, LDHA inh -8, Apoferritin bind -13% and POLI inh 78%[activator].
Screening O=C(Nc1nc2c(Cl)cccc2s1)C1CC1 returned APEX1 inh 14%, BLM helicase inh -1%, POLK inh 11%, Glioma ERSR ind 5%, Pol beta inh 9%, Pol eta inh -2%, LDHA inh 0, Apoferritin bind -2% and POLI inh 32%.
For Cc1noc(/C=C/Nc2ccc(F)cc2F)c1[N+](=O)[O-] the results were APEX1 inh -4%, BLM helicase inh -10%, POLK inh -14%, Glioma ERSR ind -3%, Pol beta inh -3%, Pol eta inh -8%, LDHA inh -9, Apoferritin bind -22% and POLI inh 62%[activator].
For Cc1ccc(NC(=O)CN(C)C(=O)c2ccccc2OCc2c(C)noc2C)cc1 the results were APEX1 inh 12%, POLK inh 9%, Glioma ERSR ind 3%, Pol eta inh -5%, LDHA inh -5 and POLI inh -7%.
Screening Cc1ccc(CN2CCN(CC3CC4C=CC3C4)CC2)cc1 (stereo unspecified) returned APEX1 inh 14%, BLM helicase inh 1%, POLK inh 0%, Glioma ERSR ind -1%, Pol beta inh 22%, Pol eta inh -3%, LDHA inh -18, Apoferritin bind -5% and POLI inh 11%.
`COc1cccc(/C=N/NC(=O)c2ccc(N(C)S(=O)(=O)c3ccccc3)cc2)c1OC` gave APEX1 inh -7%, BLM helicase inh -14%, POLK inh -7%, Glioma ERSR ind -3%, Pol beta inh -4%, Pol eta inh -4%, LDHA inh -5, Apoferritin bind -19% and POLI inh 6%.
Screening Cc1cc([N+](=O)[O-])ccc1NC(=O)C(C)[n+]1ccccc1 (stereo unspecified) returned APEX1 inh 5%, BLM helicase inh -2%, POLK inh -7%, Glioma ERSR ind -2%, Pol beta inh 28%, Pol eta inh -9%, LDHA inh -5, Apoferritin bind -6% and POLI inh 49%[activator].
For CC(C)N1CCC(NC(=O)NC2CCCCC2)CC1 the results were APEX1 inh 4%, BLM helicase inh 2%, POLK inh -2%, Glioma ERSR ind -1%, Pol beta inh 2%, Pol eta inh -17%, LDHA inh -8, Apoferritin bind 0% and POLI inh 182%[activator].
`COc1ccc(CCN(C)C2CCCN(C(=O)Cn3cnnn3)C2)cc1OC` (stereo unspecified) gave APEX1 inh 48%[activator], BLM helicase inh -4%, POLK inh -2%, Glioma ERSR ind 0%, Pol beta inh -10%, Pol eta inh -17%, LDHA inh 3, Apoferritin bind 1% and POLI inh 27%.
Screening Cc1ccc(C)c(N2CCN(C(=O)c3cc(C)nc4c3c(C)nn4-c3ccccc3)CC2)c1 returned BLM helicase inh -1%, POLK inh -5%, Glioma ERSR ind -4%, Pol beta inh -1%, Pol eta inh -25%, LDHA inh 4, Apoferritin bind -19% and POLI inh -5%.
CCOc1ccc(NC(=O)C2CCCN(c3c(CC)c(C)nc4ncnn34)C2)cc1 (stereo unspecified) was read as APEX1 inh -5%, BLM helicase inh 0%, POLK inh 0%, Glioma ERSR ind inconclusive, Pol beta inh 45%, Pol eta inh -11%, LDHA inh -8, Apoferritin bind -4% and POLI inh 130%[activator].
CCOc1ccc(NC(=O)c2cc3cc4ccc(OC)cc4nc3o2)cc1 was read as APEX1 inh 1%, BLM helicase inh -5%, POLK inh -12%, Glioma ERSR ind -5%, Pol beta inh 2%, Pol eta inh inconclusive, LDHA inh -7, Apoferritin bind -4% and POLI inh 7%.
Screening CCc1ccc(NC(=O)CC2C(=O)N(c3cccc(OC)c3)C(=O)N2Cc2ccc(F)cc2)cc1 (stereo unspecified) returned BLM helicase inh -12%, POLK inh -4%, Glioma ERSR ind 0%, Pol beta inh 0%, Pol eta inh -4%, LDHA inh 1, Apoferritin bind -6% and POLI inh 7%.
Screening CCOCCCn1c(=N)c(C(N)=S)cc2c(=O)n3cccc(C)c3nc21 returned APEX1 inh 13%, BLM helicase inh -1%, POLK inh 0%, Glioma ERSR ind -4%, Pol beta inh -23%, Pol eta inh -5%, LDHA inh 3, Apoferritin bind 93%[activator] and POLI inh inconclusive.
Screening COC(=O)c1ccccc1S(=O)(=O)N1CCC(C(=O)NC2=NCCS2)CC1 returned APEX1 inh 7%, POLK inh -15%, Glioma ERSR ind 4%, Pol eta inh -1%, LDHA inh 1 and POLI inh 13%.
`C=CCSc1nnc(-c2cccnc2)o1` gave APEX1 inh 3%, BLM helicase inh 0%, POLK inh -4%, Glioma ERSR ind 0%, Pol beta inh -1%, Pol eta inh -2%, LDHA inh -2, Apoferritin bind -7% and POLI inh 20%.
`CC1CCN(C(=O)COC(=O)c2nn(C)c(=O)c3ccccc23)CC1` gave APEX1 inh 25%, BLM helicase inh -3%, POLK inh 4%, Glioma ERSR ind -3%, Pol beta inh 10%, Pol eta inh -12%, LDHA inh 0&8, Apoferritin bind -10% and POLI inh 37%[activator].
Cc1ccc(CNS(=O)(=O)c2c(N)n(C)c(=O)n(C)c2=O)cc1 was read as APEX1 inh -32%, BLM helicase inh 0%, POLK inh -8%, Glioma ERSR ind 4%, Pol beta inh 1%, Pol eta inh 5%, LDHA inh -3, Apoferritin bind 2% and POLI inh -7%.
Screening CCc1nc2sc3c(c2c(=O)n1CCO)CCC3 returned APEX1 inh 10%, BLM helicase inh 1%, POLK inh 9%, Glioma ERSR ind -4%, Pol beta inh -23%, Pol eta inh -3%, LDHA inh 0, Apoferritin bind 1% and POLI inh 35%[activator].
For Cc1ccccc1-c1cccc([C@@H]2C[C@H]3[C@H](CON3C)CN2C(=O)CCc2ccccc2)c1 the results were POLK inh -1%, Glioma ERSR ind 1%, Pol eta inh -8%, LDHA inh -2 and POLI inh 9%.

Among those listed so far, two have fluorine.
For Cc1noc(/C=C/Nc2ccc(F)cc2F)c1[N+](=O)[O-] the results were APEX1 inh -4%, BLM helicase inh -10%, POLK inh -14%, Glioma ERSR ind -3%, Pol beta inh -3%, Pol eta inh -8%, LDHA inh -9, Apoferritin bind -22% and POLI inh 62%[activator].
Screening CCc1ccc(NC(=O)CC2C(=O)N(c3cccc(OC)c3)C(=O)N2Cc2ccc(F)cc2)cc1 (stereo unspecified) returned BLM helicase inh -12%, POLK inh -4%, Glioma ERSR ind 0%, Pol beta inh 0%, Pol eta inh -4%, LDHA inh 1, Apoferritin bind -6% and POLI inh 7%.

More compounds
`Cc1cccc(OCC(O)Cn2c(=N)n(CCN3CCCCC3)c3ccccc32)c1` (stereo unspecified) gave APEX1 inh -7%, BLM helicase inh 24%&19%, POLK inh 0%&4%, Glioma ERSR ind -5%&-7%, Pol beta inh 0%, Pol eta inh -4%&-1%, LDHA inh -7&-6, Apoferritin bind -23% and POLI inh 11%&16%.
Screening CCOC(=O)C1(Cc2ccccc2C)CCCN(C(=O)c2ccnn2C)C1 (stereo unspecified) returned APEX1 inh inconclusive, BLM helicase inh -4%, POLK inh 7%, Glioma ERSR ind -3%, Pol beta inh 3%, Pol eta inh -22%, LDHA inh -3, Apoferritin bind -10% and POLI inh 78%[activator].
For Cc1cccc(C(=O)Nc2nnc(S(=O)(=O)N3CCOCC3)s2)c1 the results were APEX1 inh 44%, BLM helicase inh -1%&0%, POLK inh 9%&-8%, Glioma ERSR ind 1%&-1%, Pol beta inh 3%&-27%, Pol eta inh -15%&-10%, LDHA inh -2&-2, Apoferritin bind 5%&-8% and POLI inh 4%&8%.
Clc1ccc(-c2nn3c(-c4cc(-c5ccccc5)n[nH]4)nnc3s2)cc1 was read as POLK inh -5%, Glioma ERSR ind 3%, LDHA inh -9 and POLI inh -6%.
`O=C(c1ccc2ccccc2c1)C1CCCN(C(=O)c2cccnc2)C1` (stereo unspecified) gave APEX1 inh 14%, BLM helicase inh -6%, POLK inh -2%, Glioma ERSR ind -1%, Pol beta inh 0%, Pol eta inh -3%, LDHA inh -9, Apoferritin bind -10% and POLI inh 23%.
Screening CCCCC1=NN(C(=O)c2cocc2C)C(O)(C(F)(F)F)C1 (stereo unspecified) returned APEX1 inh -3%, BLM helicase inh 2%, POLK inh 1%, Glioma ERSR ind 0%, Pol beta inh 9%, Pol eta inh -16%, LDHA inh -4, Apoferritin bind 3% and POLI inh 14%.
Screening O=C(OCc1ccccn1)c1ccc(COc2ccccc2Cl)o1 returned APEX1 inh -2%, BLM helicase inh -5%, POLK inh -3%, Glioma ERSR ind -2%, Pol beta inh 5%, Pol eta inh -14%, LDHA inh -2, Apoferritin bind 4% and POLI inh 13%.
Screening CC(C)C[C@H]1CNC(=S)N1CC1CCCN1C[C@H](Cc1ccccc1)N1C[C@H](Cc2ccc(O)cc2)N(CC2CCCCCC2)C1=S (stereo partly specified) returned POLK inh 7%, Glioma ERSR ind 2%, Pol eta inh -14%, LDHA inh 1 and POLI inh 23%.
Fc1ccc(-c2nnc(CN3CCC(c4nc5ccccc5s4)CC3)o2)cc1 was read as APEX1 inh -2%, BLM helicase inh 1%, POLK inh 3%, Glioma ERSR ind -2%, Pol beta inh -17%, Pol eta inh -12%, LDHA inh -5, Apoferritin bind -10% and POLI inh -3%.
Screening O=C(NCc1ccc(F)cc1)C(Cc1ccccc1)n1cccc1 (stereo unspecified) returned APEX1 inh 10%, BLM helicase inh -6%, POLK inh -1%, Glioma ERSR ind -4%, Pol beta inh 0%, Pol eta inh -6%, LDHA inh -1, Apoferritin bind -12% and POLI inh inconclusive.
CCCCN1CC(=O)N2[C@H]3c4cc(Br)ccc4OC[C@@H]3[C@H](C(=O)OCC)[C@]2(C)C1=O was read as APEX1 inh 27%, POLK inh 8%, Glioma ERSR ind -3%, Pol eta inh -8%, LDHA inh 3 and POLI inh 14%.
For CCOc1ccc(-c2cccc(NS(=O)(=O)c3c(C)cc(C)cc3C)c2)nn1 the results were BLM helicase inh -10%, POLK inh -16%[60.1 µM], Glioma ERSR ind -2%, Pol beta inh 1%, Pol eta inh -5%, LDHA inh 2, Apoferritin bind -10% and POLI inh -5%.

Screening data as filed in PubChem BioAssay.
